CCHFV vOTU inh: CCHFV vOTU protease inhibitors, primary screen, biochemical, Pep-AMC substrate, fluorescence | Crimean-Congo hemorrhagic fever virus L polyprotein viral ovarian tumor (vOTU) protease … | inhibition, % at 11.5 µM | actives 0.55% (n = 370,000) | AID 651958, 2012; note: 0% = vehicle wells with enzyme and 100% = no enzyme wells
Mtb BioA inh: M. tuberculosis BioA enzyme inhibitors, primary screen, biochemical, plate reader, single point, HTS | AID 602481, 2012 | purified M. tuberculosis BioA enzyme | inhibition, % at 9.99 µM | 7,8-diaminopelargonic acid synthase BioA (Mycobacterium tuberculosis) | actives 0.096% (n = 360,000); in the data active = inhibition above about 40%; inconclusive = no clear call, values can overlap the other calls
UGM FP inh: M. tuberculosis UGM enzyme inhibitors, primary screen, biochemical, fluorescence polarization, single point; UDP-galactopyranose mutase (Mycobacterium tuberculosis (strain ATCC 25618 / H37Rv)), …; purified UGM, fluorescence polarization probe displacement; inhibition, % at 10 µM; actives 0.06% (n = 320,000); in the data active = inhibition above about 10%, passing the limit was not always enough; inconclusive = no clear call, values can overlap the other calls
VHR inh abs: VHR1 phosphatase inhibitors, primary screen, biochemical, absorbance, uHTS; Dual specificity protein phosphatase 3 (Homo sapiens), P51452; recombinant VHR phosphatase, pNPP absorbance; inhibition, % at 13.3 µM; actives 0.52% (n = 290,000); AID 1654, 2009; in the data active = inhibition above about 50%; note: some compounds called inactive have numbers as strong as hits
Target sequence (P51452 whole entry, looked up): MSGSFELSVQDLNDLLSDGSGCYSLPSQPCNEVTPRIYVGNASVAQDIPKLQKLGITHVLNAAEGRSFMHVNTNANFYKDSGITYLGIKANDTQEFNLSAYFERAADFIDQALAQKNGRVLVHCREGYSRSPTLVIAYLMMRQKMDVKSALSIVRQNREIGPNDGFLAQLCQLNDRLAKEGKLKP
BoNT-F LC inh: BoNT/F light chain protease inhibitors, primary screen, biochemical, flow cytometry, MLPCN library. Multiplex microsphere protease cleavage assay. inhibition, % at 10 µM. actives 0.22% (n = 360,000). AID 588497, 2011; in the data active = inhibition above about 35%, passing the limit was not always enough; inconclusive = no clear call, values can overlap the other calls; note: plate controls were buffer without enzyme for full effect and enzyme alone for no effect
GDH-TPI counter: GDH-TPI coupling enzyme inhibitors, primary screen, artefact control for M. tuberculosis FBA inhibitor project, biochemical, absorbance, full deck. GDH-TPI coupled enzyme counterscreen, NADH absorbance. inhibition, % at 4.8 µM. actives 1.2% (n = 360,000);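 note: 0% = DMSO wells and 100% = wells lacking the enzyme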
MazEF act: activators of E. coli MazEF toxin-antitoxin RNase, primary screen, biochemical, fluorescence, uHTS; Endoribonuclease toxin MazF (Escherichia coli (strain K12)), P0AE70; FAM/BHQ RNA-DNA oligo cleavage fluorescence, 5 h; activation, % at 20 µM; actives 0.32% (n = 350,000); AID 504720, 2011; in the data active = activation above about 50%
Target sequence (P0AE70 whole entry, looked up): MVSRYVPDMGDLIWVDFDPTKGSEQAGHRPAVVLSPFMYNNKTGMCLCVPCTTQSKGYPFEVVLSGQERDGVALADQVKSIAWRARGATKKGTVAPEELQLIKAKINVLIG
FadD28 FP inh: inhibitors of FadD28 bisubstrate probe binding, primary screen, biochemical, fluorescence polarization, single point; Mycobacterium tuberculosis FadD28 fatty-acid-AMP ligase; inhibition, % at 12.5 µM; actives 0.22% (n = 360,000); AID 588549, 2011; in the data active = inhibition above about 8.5%, passing the limit was not always enough; inconclusive = no clear call, values can overlap the other calls
Mtb FBA inh: Mtb FBA enzyme inhibitors, primary screen, biochemical, fluorescence, strain H37Rv | purified M. tuberculosis FBA, fluorescence read-out | actives 2.3% (n = 360,000) | Fructose-bisphosphate aldolase (Mycobacterium tuberculosis (strain ATCC 25618 / H37Rv)), … | inhibition, % at 1 µM; in the data active = inhibition above about 27%;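 note: 0% = vehicle and 100% = reference inhibitor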
Target sequence (P9WQA3 whole entry, looked up): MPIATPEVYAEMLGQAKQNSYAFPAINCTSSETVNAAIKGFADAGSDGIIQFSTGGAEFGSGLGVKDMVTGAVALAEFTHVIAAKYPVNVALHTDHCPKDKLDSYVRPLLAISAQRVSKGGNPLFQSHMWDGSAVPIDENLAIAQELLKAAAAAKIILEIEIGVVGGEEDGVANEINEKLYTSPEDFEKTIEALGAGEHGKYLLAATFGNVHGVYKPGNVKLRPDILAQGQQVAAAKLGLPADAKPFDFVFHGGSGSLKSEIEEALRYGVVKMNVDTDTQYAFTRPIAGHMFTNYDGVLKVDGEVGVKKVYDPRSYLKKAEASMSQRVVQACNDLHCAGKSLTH
Rv3671c protease: Rv3671c serine protease inhibitors, primary screen, biochemical, fluorescence polarization, M. tuberculosis H37Rv | actives 0.048% (n = 320,000) | inhibition, % at 5.96 µM | AID 2606, 2010; in the data active = inhibition above about 38%;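 note: extracellular domain of Rv3671c used as enzyme; 0% = enzyme with DMSO and 100% = no enzyme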
Target sequence (P9WHR9 whole entry, looked up, the tested form may be a part): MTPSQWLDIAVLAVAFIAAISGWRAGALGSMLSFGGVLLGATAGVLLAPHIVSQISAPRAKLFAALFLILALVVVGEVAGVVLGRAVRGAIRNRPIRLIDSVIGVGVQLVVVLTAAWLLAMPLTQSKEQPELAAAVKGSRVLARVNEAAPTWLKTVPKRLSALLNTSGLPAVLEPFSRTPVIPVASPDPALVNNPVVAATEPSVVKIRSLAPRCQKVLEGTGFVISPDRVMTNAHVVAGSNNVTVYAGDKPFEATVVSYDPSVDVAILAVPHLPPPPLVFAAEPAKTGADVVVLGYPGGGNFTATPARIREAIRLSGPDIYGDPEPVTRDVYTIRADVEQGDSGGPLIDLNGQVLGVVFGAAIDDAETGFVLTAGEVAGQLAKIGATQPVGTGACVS
Active calls of the source: *; ? = inconclusive; . = no result given. Cut-off read from the data, not from the text of the source, unless noted: active = inhibition above about 30%; inactive = the rest. The order is random, and some 4.9% of all compounds hit somewhere here.

SMILES	CCHFV vOTU inh	Mtb BioA inh	UGM FP inh	VHR inh abs	BoNT-F LC inh	GDH-TPI counter	MazEF act	FadD28 FP inh	Mtb FBA inh	Rv3671c protease
CC/C(=N\NC(=O)c1c(C)nc2ccccn12)c1ccccc1	13.1	1.0	-1.6	26.3	-5.5	4.5	7.2	-0.2	-0.5	1.5
COC(=O)c1cc(NC(=O)c2cc(-c3ccc(C(F)(F)F)cc3)oc2C(F)(F)F)ccc1N1CCOCC1	-9.7	-1.3	-4.9	4.8	?	0.4	-16.0	-0.7	-0.7	8.0
CCOC(=O)c1ccc(-c2ccc(/C=C(\C#N)C(=O)NCC3CCCO3)o2)cc1 (configuration not stated)	-7.0	1.4	1.7	13.0	-2.2	33.9*	-3.1	-2.0	-1.4	-1.7
CCc1cc2c(cc3c(=O)n(CC(=O)NCCCN4CCCCCC4)nc(CC)n32)s1	-4.0	-0.5	1.5	14.9	-5.6	10.9	4.1	-2.4	1.1	-4.8
Cc1ccc(S(=O)(=O)N(C)CC(=O)OCC(=O)NCCN2C(=O)CSC2=O)cc1	-9.1	0.0	-2.5	.	-8.1	2.5	2.9	-0.8	-2.5	6.7
CCc1nc2ccc(C(=O)Nc3ccc(NC(C)=O)cc3)cn2c1N(C)C(=O)Cc1ccccc1	0.8	1.7	.	.	-3.0	-0.4	.	-2.5	-0.9	.
O=c1c2cccnc2[nH]c(=S)n1Cc1ccccc1	-5.4	.	-1.4	4.7	-3.9	9.3	-0.5	1.2	-2.4	-3.3
COc1ccc(N2CCN(C(=O)CCc3nc(-c4ccc(C)cc4)no3)CC2)cc1	-2.9	0.5	0.0	33.3	-2.8	13.6	1.5	-2.3	3.1	0.2
C=CCOC(=O)c1ccc(N2CCN(c3ccccc3)CC2)nc1	5.5	-1.4	1.7	19.7	-0.7	1.3	-5.5	0.5	1.7	1.3
c1ccc(NCc2nc3ccccc3n2CCOc2ccccc2)cc1	0.5	.	-0.6	16.5	-3.9	-12.9	2.8	-3.3	-0.8	-6.5
Cc1ccc(CN2C(=O)CCC2C(=O)NCc2ccc(F)cc2)cc1 (configuration not stated)	6.7	.	-0.4	16.7	1.0	7.4	1.3	-1.8	-0.3	5.8
Cc1ccc(CNC(=O)[C@H]2C[C@@H]2[C@H](NP(=O)(c2ccccc2)c2ccccc2)c2ccccc2)o1	-1.9	-0.2	-1.3	3.9	3.1	5.2	-3.1	-0.9	0.8	-2.3
CCOC(=O)c1nc(NNC(=O)c2ccc([N+](=O)[O-])cc2)sc1C	-3.7	-2.0	0.9	50.7*	?	21.8	1.8	2.3	-5.4	-4.4
Cc1cccc(-n2ncc3c(=O)[nH]c(SCC(=O)NCCC4=CCCCC4)nc32)c1	5.1	11.3	4.0	.	5.2	3.9	-14.1	-1.1	2.0	-11.0
COc1ccc(OCCN(C)C(=O)c2cccc(S(=O)(=O)N(C)c3ccccc3)c2)cc1	14.1	-3.8	0.0	.	-5.5	10.5	-3.4	-2.3	1.9	0.8

The final three compounds of the part before lead into the next.
SMILES	CCHFV vOTU inh	Mtb BioA inh	UGM FP inh	VHR inh abs	BoNT-F LC inh	GDH-TPI counter	MazEF act	FadD28 FP inh	Mtb FBA inh	Rv3671c protease
CCOC(=O)c1nc(NNC(=O)c2ccc([N+](=O)[O-])cc2)sc1C	-3.7	-2.0	0.9	50.7*	?	21.8	1.8	2.3	-5.4	-4.4
Cc1cccc(-n2ncc3c(=O)[nH]c(SCC(=O)NCCC4=CCCCC4)nc32)c1	5.1	11.3	4.0	.	5.2	3.9	-14.1	-1.1	2.0	-11.0
COc1ccc(OCCN(C)C(=O)c2cccc(S(=O)(=O)N(C)c3ccccc3)c2)cc1	14.1	-3.8	0.0	.	-5.5	10.5	-3.4	-2.3	1.9	0.8
COc1cccc(N(C(=O)CNC(=O)c2ccco2)C(C(=O)NC2CCCC2)c2ccco2)c1 (configuration not stated)	14.8	-0.7	-0.3	0.5	-11.1	2.2	6.6	-1.6	-0.9	-4.7
CCSc1nc2ccccc2n1S(=O)(=O)c1ccccc1	-5.4	-1.0	0.6	12.8	-5.6	-6.2	10.8	-1.4	0.4	-10.8
COc1ccc(CCN2CCCC(CN(C)C(=O)c3ccoc3)C2)cc1 (configuration not stated)	1.7	0.7	2.9	7.4	1.4	2.1	-1.9	0.1	2.0	.
O=C(O)Cc1ccc(OCc2ccc(Cl)nc2)cc1	4.9	.	-0.4	7.8	-1.9	-1.0	2.4	-0.2	-0.6	9.4
O=C1Nc2ccccc2C12NCCc1c2[nH]c2ccccc12 (configuration not stated)	-2.0	-0.4	6.9	26.9	0.3	11.2	0.3	0.9	0.5	4.9
COCCN(C(=O)COC(=O)c1ccc(Cl)nc1)c1c(N)n(Cc2ccccc2)c(=O)[nH]c1=O	-4.5	.	3.7	.	0.6	-2.4	10.1	-1.8	-0.3	-3.1
CSc1nc2nc(-c3ccc(F)cc3)c(CCN3CCN(C)CC3)cn2n1	0.5	.	-0.4	35.0	-7.4	4.9	-3.2	-1.7	0.8	7.0
CCCn1c(SCC(=O)NCc2ccc(F)cc2)n[nH]c1=O	20.2	.	1.5	13.6	-1.7	0.0	5.3	0.5	3.4	2.5
COc1ccc(C)cc1C(=O)CCC(=O)N1CCN(c2ccccc2F)CC1	0.6	1.3	.	.	5.6	3.8	-2.3	-0.8	0.6	.
O=C(COc1coc(CN2CCc3ccccc3C2)cc1=O)Nc1ccccc1F	10.1	1.1	-0.3	.	-2.3	2.8	-5.9	1.5	3.7	5.0
COc1ccc(CCC(=O)OCC(=O)NC2CCCC2)cc1OC	4.4	-1.8	.	.	1.6	15.9	2.6	-3.7	-1.5	.
O=C(CSc1nc2c(c(=O)n1-c1ccc(F)cc1)SCC2)Nc1ccc2c(c1)OCO2	11.5	19.3	-2.3	.	0.1	23.3	1.1	-3.3	-0.6	4.8
Cc1ccc(-c2csc(NC(=O)c3cccc(S(=O)(=O)N4CCN(C)CC4)c3)n2)cc1	-3.2	0.0	0.5	17.0	-16.3	20.1	-9.6	0.6	1.5	1.3
CCOC(=O)CSc1nc2c(cnn2-c2ccc(F)cc2)c(=O)[nH]1	0.2	-0.2	1.2	-6.2	0.9	3.0	1.8	-0.7	-0.8	2.3
CCCS(=O)(=O)N1CCC(C(=O)c2cccc(C(F)(F)F)c2)CC1	-0.9	-0.7	-0.8	-1.0	-8.6	2.1	1.2	-4.8	-3.3	0.9
COc1ccc(C(=O)CC2SC(N)=NC2=O)cc1 (configuration not stated)	-7.0	.	-1.8	3.3	-0.6	-1.3	11.7	-5.9	-3.0	-5.2
COC(=O)Cc1ccc(Oc2ncc(C(F)(F)F)cc2Cl)cc1	-7.8	.	0.2	9.3	-5.5	1.6	1.5	-0.7	0.2	-1.0
CC1(C(=O)NS(=O)(=O)c2ccccc2Cl)CCN1C(=O)C1CC1 (configuration not stated)	0.8	-1.6	.	.	-2.8	11.5	.	-0.8	1.4	.
CC(C)c1ccc(NC(=O)c2ccc(-c3ccnn3C)c3ccoc23)cc1	.	0.0	.	.	-2.1	8.0	.	-1.2	-2.0	.
COc1ccc(CNC(=O)CSc2nn3c(=O)c(C(C)(C)C)nnc3s2)cc1OC	18.4	.	0.1	3.5	-1.0	3.7	-4.2	-0.8	2.6	-4.6
O=C(COC(=O)c1ccc(Cl)c(S(=O)(=O)N2CCOCC2)c1)Nc1ccc2[nH]c(=O)[nH]c2c1	4.6	-0.9	-1.0	.	-5.8	-8.2	-11.4	-1.3	0.3	-4.3
CCCCC/C=C\C/C=C\C/C=C\CCCCC(=O)O	2.9	1.8	0.5	.	2.2	7.8	7.6	-2.1	-1.3	-4.3
CCN(CC(=O)Nc1c(F)cccc1F)C(=O)CSCC(=O)Nc1ccc(OC)cc1	-5.3	2.5	0.6	.	-18.5	6.6	-7.7	0.1	4.5	6.7
Cc1cccn2c(=O)c3cc(S(=O)(=O)c4ccc(Br)cc4)c(=N)n(C4CCCCC4)c3nc12	-4.2	1.0	3.2	9.1	13.3	-2.3	-17.1	-2.9	1.0	2.1
O=C(Cc1ccc(Cl)cc1)OCc1nnc(-c2ccccc2)o1	-1.5	-2.0	0.1	5.2	3.1	6.3	2.9	-2.0	-4.3	2.4
O=C(NCc1ccco1)c1cc(-c2ccc(Cl)cc2)on1	-15.0	-4.0	-1.3	30.1	1.2	3.7	-24.1	-0.2	1.8	-5.0
Cc1ccc(CS(=O)Cc2ccc(C(=O)NC3CCCCC3)o2)cc1 (configuration not stated)	13.7	-0.4	1.7	7.4	-2.5	10.3	-12.6	-0.2	0.9	-6.8
COc1ccc(-n2cnnc2SCC(=O)c2cc(C)n(Cc3cccs3)c2C)cc1	9.1	-0.5	1.3	22.3	-18.6	6.6	1.4	-1.2	3.1	-6.0
CCCC(=O)Nc1ccc(N2CCN(CC)CC2)c(Cl)c1	-5.5	-1.6	-1.6	11.3	-2.2	-1.2	4.1	-4.8	2.1	3.4
COC(=O)[C@]1(C)N[C@H](CN(C)S(=O)(=O)c2ccc(C(C)(C)C)cc2)[C@@H]2C(=O)N(C)C(=O)[C@@H]21	-7.0	-0.9	.	.	-3.1	.	2.6	-0.5	.	4.6
CCCCn1c(N)c(N(C(=O)CSc2nnc(C)n2-c2ccccc2)C2CCCC2)c(=O)[nH]c1=O	-12.5	-0.9	4.4	.	-7.8	8.6	8.5	-0.2	-0.4	2.2
CCCCN(CC)S(=O)(=O)N1CCC(C(=O)NCc2ccc(F)cc2)CC1	15.3	.	1.6	9.1	-10.0	-2.0	-0.4	0.0	2.9	2.1
CCN(CC)C(=O)[C@H]1C[C@H](CC(=O)NCCCN(C)C)C(=O)N2CCc3c([nH]c4cc(-c5ccco5)ccc34)[C@]12C	-11.4	2.2	.	.	-3.0	-3.3	20.9	-1.4	46.5*	.
CCNC(=O)Nn1c(-c2ccccc2)nc2ccccc2c1=O	-0.9	-1.2	2.6	20.9	5.2	9.7	-4.0	1.1	-1.6	-0.7
O=C(CN1C2CCC1CC(NC(=O)NC1CCCCC1)C2)NC1CC1 (configuration not stated)	4.3	.	2.3	14.7	25.5	6.4	-5.9	-1.5	-3.3	0.4
Cc1cccc(-n2nc([N+](=O)[O-])c(=NCc3cccnc3)n2O)c1	-7.6	0.9	0.9	27.6	8.7	11.1	3.1	0.2	2.4	-4.7
Cn1ccc2c(N(Cc3ccccc3)Cc3ccccc3)cc3c(c21)C1CCC3C1 (configuration not stated)	4.3	-0.8	.	.	-8.3	.	.	-1.8	1.7	.
Cc1nc(SCc2ccccc2)nc2c1CCC2	-14.9	2.6	0.1	-2.8	1.1	-3.2	-3.2	0.3	-4.6	0.2
CCOc1ccccc1NC(=O)N1CCCN(c2ncccc2C#N)CC1	-0.5	-2.8	0.6	-1.6	-6.3	-5.9	-7.6	-4.0	2.4	5.4
CC(C)c1cccc(C(C)C)c1OCCCCCN1CCOCC1	0.6	0.6	4.6	.	-6.5	-0.7	9.5	-3.7	2.8	6.5
CC1(C)Cc2c(sc(NC(=O)C(=O)NCCCN3CCOCC3)c2C#N)CO1	4.6	-1.9	0.7	-7.2	4.2	11.6	-19.6	-1.0	3.8	5.3

Screening data: PubChem, several laboratories
